Screening data (PubChem)
FEN1 inh: human FEN1 inhibition | Recombinant FEN1 flap cleavage, fluorescence, 15 min | actives 0.35% (n = 390,000) | P39748 | Potency, µM (titrated, usually from 114 µM), for inactives: at the highest dose activity change, negative = inhibition, usual class: inhibitors | AID 588795; note: nearly all actives have a fitted effect of over 65% in size
Target sequence (P39748 whole entry, looked up): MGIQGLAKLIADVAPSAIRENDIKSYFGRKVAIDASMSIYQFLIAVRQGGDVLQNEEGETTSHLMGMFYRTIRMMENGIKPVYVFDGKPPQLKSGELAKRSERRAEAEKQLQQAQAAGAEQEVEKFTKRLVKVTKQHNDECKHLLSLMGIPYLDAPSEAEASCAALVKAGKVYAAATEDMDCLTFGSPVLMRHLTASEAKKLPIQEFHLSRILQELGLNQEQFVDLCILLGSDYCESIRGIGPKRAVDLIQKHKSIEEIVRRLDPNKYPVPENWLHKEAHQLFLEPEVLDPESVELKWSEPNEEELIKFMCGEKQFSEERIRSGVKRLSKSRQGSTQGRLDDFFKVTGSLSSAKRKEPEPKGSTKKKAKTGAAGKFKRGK
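Reaction started by adding substrate (50 nM final) to 10 nM enzyme after 15 min room-temperature compound preincubation. Reads at 0 and 15 min, with data normalized and fitted to a four-parameter Hill equation.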
N370S GC: N370S glucocerebrosidase modulation, Gaucher chaperone candidate; actives 0.092% (n = 330,000); AID 2101; N370S GC spleen homogenate, 4MU-glucoside fluorescence; P04062; Potency, µM (titrated, usually from 59.4 µM), for the others: top-dose activity change, negative = inhibition, usual class: inhibitors;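 note: 0% = full enzyme activity and -100% = no enzyme basal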
DT40 TDP1 CPT: growth inhibition of DT40 Tdp1-/-;hTDP1 cells with camptothecin (screen for TDP1 inhibitors). Potency, µM (series often up to 46.2 µM), inactives show top-dose activity change, negative = growth inhibition, most hits filed as inhibitors. actives 12% (n = 420,000). AID 686979. chicken DT40 Tdp1-/-;hTDP1 cells + 20 nM CPT, ATP luminescence, 48 h; note: nearly all actives have a fitted effect of over 55% in size
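Chicken DT40 Tdp1-/- cells complemented with human TDP1, 400 cells/well, exposed to compounds plus 20 nM camptothecin for at least 48 h at 37 C; viability read as ATP content by CellTiter-Glo luminescence.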
Numbers without * were called inactive; ? = inconclusive; nt = not tested or not shown; & = joins results of further samples; [ ] = another dose, or the depositor's remark. Calls come from the whole dose curve; as a rule, active = well fitted curve in the direction sought with a large enough effect; inconclusive = small, poorly fitted or top-dose-only effect, or another doubt; inactive = no such curve, though single readings can be large; an effect the other way counts as inactive or inconclusive. Unless noted, % is set by controls: 0 for no effect and ±100 for the full control effect; potency is the fitted concentration of half-maximal effect.

Sample of the layout (six entries):
SMILES	FEN1 inh	N370S GC	DT40 TDP1 CPT
O=C(Nc1ccccc1)N1CC[C@@]2(CCCN(C(=O)c3cc(C(F)(F)F)cc(C(F)(F)F)c3)C2)C1	nt	19%	-11%
CC(=O)N1N=C(c2cccc([N+](=O)[O-])c2)OC1c1ccc(Cl)cc1Cl (configuration not stated)	4%	-27%	-10%
CCN(CC)CCCNC(=O)C1CCN(S(=O)(=O)CC)CC1	-7%	nt	-3%
C/C(=N\Nc1ccc([N+](=O)[O-])cc1)c1cccc(N)c1	-30%	-1%	?
O=C(NNC(=O)c1cc(-c2ccccc2)nc2ccccc12)c1csc(N2CCOCC2)n1	-4%	-8%	?
Cc1ccnc2nc(C(=O)OCC(=O)c3ccc(NC(=O)CC(C)C)cc3)nn12	-11%	nt	13%

All compounds of this part, from the first entry:
SMILES	FEN1 inh	N370S GC	DT40 TDP1 CPT
O=C(Nc1ccccc1)N1CC[C@@]2(CCCN(C(=O)c3cc(C(F)(F)F)cc(C(F)(F)F)c3)C2)C1	nt	19%	-11%
CC(=O)N1N=C(c2cccc([N+](=O)[O-])c2)OC1c1ccc(Cl)cc1Cl (configuration not stated)	4%	-27%	-10%
CCN(CC)CCCNC(=O)C1CCN(S(=O)(=O)CC)CC1	-7%	nt	-3%
C/C(=N\Nc1ccc([N+](=O)[O-])cc1)c1cccc(N)c1	-30%	-1%	?
O=C(NNC(=O)c1cc(-c2ccccc2)nc2ccccc12)c1csc(N2CCOCC2)n1	-4%	-8%	?
Cc1ccnc2nc(C(=O)OCC(=O)c3ccc(NC(=O)CC(C)C)cc3)nn12	-11%	nt	13%
COc1ccc(N(C(=O)C(C)C)S(=O)(=O)c2ccc3ccccc3c2)cc1	-15%	17%	15µM*
CC(C)OP(=O)(OC(C)C)C(NC(=O)c1cccc([N+](=O)[O-])c1)C(N)=O (configuration not stated)	-1%	5%	-6%
CC(C)(C)S(=O)N1Cc2cc(=O)n(Cc3ccccc3)cc2[C@@H]1CCO (some centres not stated)	3%	nt	-5%
CCC(C)C(=O)Nc1nnc(SCC(=O)N2C(C)CCCC2C)s1 (configuration not stated)	-1%	2%	-1%
C=CCn1c(C)cc(C(=O)CSc2nc3ccccc3c(=O)[nH]2)c1C	-1%	?	16µM*
O=C(N/C(=C\c1ccc(F)cc1)C(=O)N1CCOCC1)c1ccccc1	1%	-15%	21%
COc1ccc(-n2c(SCC(=O)Nc3ccccc3)nnc2-c2ccoc2C)cc1	-5%	nt	?
COc1ccc(NS(=O)(=O)c2cccc(C(=O)NNC(=O)c3cc(C)oc3C)c2)cc1	5%	-8%	-23%
Cn1c(=O)[nH]c(=O)c2c1[nH]c(=S)n2Cc1ccc(Cl)cc1	-9%	-14%	-25%
CCOC(=O)c1cc(C(C)=O)n2ccccc12	-18%	3%	-3%
Cc1cc(=O)oc2cc(OC(C)C(=O)Nc3ccc(N4CCCCC4)cc3)ccc12 (configuration not stated)	5%	-26%	-21%
COc1ccc(-n2ncc3c(N4CCC(C)CC4)ncnc32)cc1	-1%	-3%	-27%
Cc1c(NC(=O)c2ccc3c(c2)OCO3)cccc1-c1nc2ncccc2o1	16%	18%	-26%
CCOC(=O)c1ccc(NC(=O)c2cc(S(=O)(=O)N3CCOCC3)ccc2O)cc1	-7%	-8%	?
COc1cc(-c2noc(C)c2-c2ccc3[nH]ccc3c2)cc(OC)c1OC	?	-7%	1.5µM*
O=C(Nc1ccc(F)c(Cl)c1)C1CC2CCC1C2 (configuration not stated)	-7%	nt	-28%
COc1ccc(C(=O)Nc2nc3ccc(OC)cc3s2)cc1	-9%	-12%	?
CC1CCC2C(=O)N(c3cc(Cl)ccc3OC(=O)c3ccco3)C(=O)C2C1 (configuration not stated)	11%	0%	-9%
Brc1ccc(-c2ccc(CNCc3ccccn3)o2)cc1	17%	-19%	?
CCOc1cc(-c2sc(Nc3ccc(CC)cc3)n[n+]2-c2ccccc2)ccc1OC	18%	0%	16µM*
Brc1ccc(-c2csc(N3CCCCCC3)n2)cc1	-6%	-8%	-13%
O=[N+]([O-])c1ccc(/C=N/NC(=S)Nc2ccccc2F)o1	-3%	-6%	-10%
CC1CCC(NC(=O)CN(C)S(=O)(=O)c2cnc[nH]2)CC1 (configuration not stated)	1%	3%	-1%
NC(=O)CSc1nnc(CSc2ncccn2)n1-c1ccccc1	2%	4%	9%
CC(Sc1nncn1C)C(=O)Nc1ccccc1-c1ccccc1 (configuration not stated)	0%	-22%	2%
CC(C)NC(=O)C1CCN(C2CCN(CC3CC=CCC3)CC2)CC1 (configuration not stated)	9%	-16%	1%
C=C1CC(C)OC(c2ccccc2OCC(O)CN2CCCCC2)C1 (configuration not stated)	8%	-7%	-5%
Cc1ccc(-n2c(SCC(=O)Nc3c(C)cccc3C)nc(O)c(C)c2=O)cc1	13%	nt	1%
Cc1oc2cc(O)ccc2c(=O)c1-c1nncn1-c1ccccc1	-9%	-2%	20%
CC(=O)c1ccc(NC(=O)CC2Oc3ccc(C)cc3NC2=O)cc1 (configuration not stated)	-1%	nt	-19%
Cc1cccc(NC(=O)CSc2nc(=O)n(CCN3CCOCC3)c3c2CCCC3)c1C	-2%	-17%	-21%
COC(C(=O)Nc1ccc(NC(=O)C(OC)c2ccccc2)cc1)c1ccccc1 (configuration not stated)	-1%	-13%	-21%
CCOc1cccc(C(=O)Nc2ccc3oc(Cc4ccc(Cl)cc4)nc3c2)c1	-24%	nt	?
CCCCCCSc1cccc(-c2nc3ccc(C)cn3c2NCc2ccccc2)c1	-4%	?	23µM*
O=C(COc1ccc(Cl)cc1[N+](=O)[O-])N1CCCCCC1	4%	2%	?
Cc1c(O)ccc2c(CN3CCN(CCO)CC3)cc(=O)oc12	-3%	?	-26%
COCCN1C(=O)C(=O)/C(=C(/O)c2ccc(S(=O)(=O)N3CCOCC3)cc2)C1c1ccc(O)cc1 (configuration not stated)	-2%	-6%	5%
COc1ccccc1N(CN1C(=O)c2ccccc2C1=O)C(=O)c1cccnc1	-20%	27%	-24%
COCCNC(=O)CN(C(=O)Cn1nnc2ccccc21)c1ccc(F)c(Cl)c1	-1%	4%	2%
CCC12CN(C(=O)c3ccco3)CC(CC)(CN(C(=O)c3ccco3)C1)C2=O	0%	-18%	1%
CCOC(=O)c1c2c3c(c(Cl)ccc3[nH]c1=O)C(=O)c1ccccc1-2	-4%	9%	-16%
CC1CCCCN1C(=O)COc1ccc2ccc(=O)oc2c1 (configuration not stated)	1%	-1%	10%
CCCS(=O)(=O)c1ncc(Cl)c(C(=O)N2CCN(c3ccc(OC)cc3)CC2)n1	?	nt	2.1µM*
Cc1cc(OCCCC(=O)Nc2cccc(-n3cnnn3)c2)ccc1Cl	-15%	3%	?
CNC(=O)Cn1c(C)cc(=O)c2cccc(C)c21	-2%	5%	10%
CCCOC(=O)Nc1sc2c(c1C(N)=O)CCCC2	-1%	12%	3%
CCOc1ccc(Nc2nc3c(S(=O)(=O)c4ccc(C(C)C)cc4)nnn3c3ccsc23)cc1	-17%	nt	?
COC(=O)Cc1c(C)c2ccc(OC(C)C)cc2oc1=O	16%	12%	-29%
O=C(CN1CCN(c2ccc(O)cc2)CC1)NCC(=O)Nc1ccc(F)c(F)c1F	5%	nt	?
COc1ccc2[nH]cc(CCNc3ncncc3-c3ccccc3C(F)(F)F)c2c1	nt	-7%	16µM*
Cc1ccnc(N2C(=O)c3ccccc3C2=O)c1	2%	0%	11%
COc1ccccc1NC(=O)Cn1nnc(-c2ccccc2NC(=O)c2cccs2)n1	-6%	-9%	?
Cc1n[nH]c(=O)c2c(NC(=O)CSc3nnnn3-c3ccccc3)oc(C)c12	-2%	0%	-3%
CCOc1ccc(Br)cc1C(=O)N/N=C/c1c[nH]c2ccccc12	-2%	3%	-22%

Further entries
SMILES	FEN1 inh	N370S GC	DT40 TDP1 CPT
OC(COc1ccc2cc(Br)ccc2c1)CN1CCN(c2ccccn2)CC1 (configuration not stated)	6%	-8%	?
C/C(=N\Nc1ccc(C#N)cc1[N+](=O)[O-])c1ccc(O)cc1	12%	-14%	-26%
COC(=O)Cc1c(C)nc2nc(-c3ccc(C)cc3)[nH]n2c1=O	0%&-3%	-16%	-7%&0%
N#C/C(=C\c1ccccc1)C(=O)NC(=O)Oc1ccccc1	-1%	-1%	1%
CCN(CC)CCCN1C(=O)C(O)=C(C(=O)c2cc3cccc(OC)c3o2)C1c1ccncc1 (configuration not stated)	-7%	-3%	-25%
O=C(Nc1ccncc1)c1cccc(S(=O)(=O)N2CCOCC2)c1	7%	2%	-7%
CCOC(=O)c1nc(N/N=C/c2ccccc2)sc1Br	0%	-22%	7%
CCOC(=O)C1=C(c2ccccc2)NC(=O)NC1c1cc(OC)c(O)c([N+](=O)[O-])c1 (configuration not stated)	-21%	1%	-22%
COc1cc(OC)c(C2=NOC(C(=O)NCc3cccs3)C2)cc1Cl (configuration not stated)	7%	6%	2.3µM*
O=C(C[C@H]1C/C=C\CC[C@H](Cc2ccc(F)cc2)C(=O)OC[C@H]2CCCN2C1=O)N[C@H](CO)Cc1ccccc1	-15%	nt	23µM*
CCC1CCC/C1=N\NC(=O)c1ccccc1C (configuration not stated)	-1%	nt	35%[activator]
CC(=O)C1=C(O)C(=O)N(Cc2ccccc2)C1c1ccc(Cl)cc1 (configuration not stated)	?	-6%	25%
CCOC(=O)c1ccc(S(=O)(=O)N2CCN(CCc3ccncc3)CC2)cc1	16%	nt	-61%
COc1cc(C(=S)N2CCOCC2)cc(OC)c1OC(=O)c1ccc(C)cc1	1%	-6%	-10%
Cc1c(O)ccc(C(=O)COc2ccccc2F)c1O	-2%	-2%	-42%
CSCCC1NC2(C(=O)Nc3c2ccc(Cl)c3C)[C@@H]2C(=O)N(C3CCCC3)C(=O)[C@H]12 (some centres not stated)	-21%	-13%	-12%
CN(C)S(=O)(=O)c1cccc(C(=O)OCC(=O)NC2CCCc3ccccc32)c1 (configuration not stated)	-11%	8%	6%

A draw from above in order of formula weight, high to low.
SMILES	FEN1 inh	N370S GC	DT40 TDP1 CPT
CSCCC1NC2(C(=O)Nc3c2ccc(Cl)c3C)[C@@H]2C(=O)N(C3CCCC3)C(=O)[C@H]12 (some centres not stated)	-21%	-13%	-12%
O=C(Nc1ccncc1)c1cccc(S(=O)(=O)N2CCOCC2)c1	7%	2%	-7%
CC(=O)C1=C(O)C(=O)N(Cc2ccccc2)C1c1ccc(Cl)cc1 (configuration not stated)	?	-6%	25%

Only part of the results is shown; the hit share may differ from the screen's.
